Screening results (PubChem BioAssay)
NCI-60 one-dose screen, 48 h, at 10 µM unless noted. Numbers give growth in % (100 = growth as untreated, 0 = no growth, -100 = all killed).
MCF7: MCF7 breast cancer. 82,000 tested, 6.3% active
MDA-MB-435: MDA-MB-435 melanoma; 82,000 tested, 7.8% active
BT-549: BT-549 breast cancer. AID 1794793. 78,000 tested, 4.4% active
MDA-MB-468: MDA-MB-468 breast cancer. 78,000 tested, 8.5% active. AID 2202374
MDA-MB-231: MDA-MB-231 breast cancer; 81,000 tested, 5% active; AID 1794789
MOLT-4: MOLT-4 leukemia cells; 80,000 tested, 6.9% active
K-562: K-562 leukemia; 78,000 tested, 7.4% active; AID 1794777
SR: SR leukemia cells | 73,000 tested, 8.7% active
The depositor's hits bear a star; / = no result given; & = joins results of further samples. How the source made its calls: active means growth percent below 10; inactive means the rest.

Key to letters – A = MCF7; B = MDA-MB-435; C = BT-549; D = MDA-MB-468; E = MDA-MB-231; F = MOLT-4; G = K-562; H = SR
O=C1c2ccccc2-n2c1nc1ccccc1c2=O
  A: 69 | B: 88 | C: 111 | D: 83 | E: 82 | F: 85 | G: 65 | H: 99

CC(=O)OC[C@]12CCC(C)(C)C=C1[C@H]1CC[C@@H]3[C@@]4(C)Cc5c([nH]c6ccccc56)C(C)(C)[C@@H]4CC[C@@]3(C)[C@]1(C)CC2
  A: 95 | B: 103 | C: 106 | D: 124 | E: 103 | F: 96 | G: / | H: 83

C#CCOc1cc(N(CC)CC)ccc1C(C(=O)NC(C)(C)C)N(C(=O)C1CCc2cc(F)ccc2O1)c1ccc(Br)cc1 (centres undefined)
  A: 53 | B: 70 | C: 75 | D: 61 | E: 62 | F: 22 | G: 41 | H: 54

CCc1nc2ccc(Cc3ccc(C(=O)NO)cc3)cc2c(=O)n1CCc1ccccc1
  A: 4.7* | B: -74* | C: -31* | D: -65* | E: -24* | F: -19* | G: 1.5* | H: 2.1*

O=C(Nc1ccc(C(F)(F)F)cc1)Nc1nccnc1OCc1ccc(F)cc1
  A: 77 | B: 113 | C: 89 | D: 104 | E: 93 | F: 84 | G: 80 | H: /

C/C(=N\Nc1ccc(S(N)(=O)=O)cc1)c1cnn(-c2cc(=O)[nH]c3ccc(C)cc23)c1C
  A: 84 | B: 92 | C: 107 | D: 58 | E: 81 | F: 84 | G: 90 | H: 60

Cc1cccc(-c2nc3c(N)nc(N)nc3nc2N)c1
  A: 90 | B: 56 | C: 90 | D: 79 | E: 84 | F: / | G: 27 | H: 71

CC(C)=C1C=C(C(C)(C)C)C(=O)C(C(C)(C)C)=C1
  A: 97 | B: 112 | C: 115 | D: 104 | E: 92 | F: 103 | G: 90 | H: 104

NS(=O)(=O)c1ccc(NC(=O)N2CCN(C(=O)Cc3ccc(Cl)cc3)CC2)cc1
  A: 95 | B: 109 | C: 112 | D: 109 | E: 104 | F: 103 | G: 112 | H: 110

OCCCOCc1ccccc1
  A: 91 | B: 101 | C: 101 | D: 91 | E: 94 | F: 94 | G: 98 | H: 77

c1ccc(-c2nc(-c3ccc4c(c3)CCO4)[nH]c2-c2ccccc2)cc1
  A: 93 | B: 104 | C: 115 | D: 102 | E: 91 | F: 108 | G: 97 | H: 107

CCCCCCCCN(CCCCCCCC)CC(O)c1cc(Cl)c(Cl)cc1C (centres undefined)
  A: 86 | B: 102 | C: 117 | D: 101 | E: / | F: 90 | G: 84 | H: 71

COc1cccc(-c2cn3nc(-c4c[nH]c5ccccc45)sc3n2)c1
  A: 70 | B: 25 | C: 93 | D: 85 | E: 81 | F: 69 | G: 28 | H: 20

C#CCNC(=O)[C@]1(C)CCC[C@@]2(C)[C@H]1CC=C1C=C(C(C)C)CC[C@@H]12
  A: 86 | B: 104 | C: 100 | D: 101 | E: 96 | F: 88 | G: 121 | H: 105

C=C(Br)CN(C(C)=O)C1CCCCC1
  A: 93 | B: 101 | C: 97 | D: 101 | E: 104 | F: 111 | G: 100 | H: 88

O=C(NNC(=O)c1ccc(NC(=O)c2ccccn2)cc1)Nc1ccc([N+](=O)[O-])cc1
  A: 96 | B: 106 | C: 95 | D: 94 | E: 103 | F: 103 | G: 107 | H: 109

N#C/C(=C\c1ccc(-c2ccc(Cl)c(Cl)c2)o1)c1ccccc1
  A: 59 | B: 99 | C: 89 | D: 95 | E: 58 | F: 96 | G: 94 | H: 94

NC(=O)C(=Cn1c(=S)[nH]c2ccccc21)C(N)=O
  A: 95 | B: 108 | C: 107 | D: 129 | E: 102 | F: 95 | G: 94 | H: 85

COc1ccc(NC(=O)c2ccc(Nc3ncnc4c3cnn4-c3cccc(F)c3)cc2)cc1
  A: 96 | B: 102 | C: 104 | D: 100 | E: 92 | F: 100 | G: 95 | H: 95

CN(C)CCN=C1NC2C(N1)N(C)C(=O)N2C (centres undefined)
  A: 95 | B: 96 | C: 96 | D: 91 | E: 87 | F: 95 | G: 96 | H: 94

Cc1ccc(C(=O)O)c(N)c1O
  A: 112 | B: 107 | C: 110 | D: 108 | E: 98 | F: 97 | G: 100 | H: 96

CC1(C)C(=O)C=C(N2CCCCC2)c2ccccc21
  A: 92 | B: 106 | C: 71 | D: 97 | E: 130 | F: 117 | G: / | H: 106

NC(=S)N/N=C/c1ccc2c(n1)C(=O)C(Br)=C(c1ccccc1)C2=O
  A: 78 | B: 102 | C: 97 | D: 107 | E: 83 | F: 112 | G: 97 | H: 108

COc1ccc2[nH]c(=O)c(CSc3ccccc3Nc3nccc(-c4ccc(Cl)cc4)n3)cc2c1
  A: 7.5* | B: 28 | C: 32 | D: 17 | E: 61 | F: -2.1* | G: 40 | H: -1.6*

Brc1ccccc1Cn1c(-c2cncs2)nc2ccccc21
  A: 99 | B: 110 | C: 85 | D: 62 | E: 71 | F: 78 | G: 75 | H: /

OCC(O)C(O)C(O)C(O)C(O)C(/C=N/Nc1ccccc1)=N/Nc1ccccc1 (centres undefined)
  A: 86 | B: 92 | C: 119 | D: 91 | E: 74 | F: 97 | G: 58 | H: 53

CCCn1cnc2c(SCc3ccccc3Cl)nc(N)nc21
  A: 85 | B: 85 | C: 63 | D: / | E: 72 | F: 28 | G: 29 | H: 15

CCOC(=O)Nc1cccc(Cl)c1
  A: 106 | B: 103 | C: 91 | D: 103 | E: 109 | F: 98 | G: 99 | H: 100

COc1ccc(C(=O)/C=C/Nc2ccc([N+](=O)[O-])cc2Br)cc1OC
  A: 102 | B: 89 | C: 106 | D: 100 | E: 96 | F: 89 | G: 110 | H: /

O=C(O)c1ccc(-c2nn(-c3ccc(C(=O)O)cc3)cc2/C=N/Nc2nc(-c3ccc(F)cc3)cs2)cc1
  A: 106 | B: 107 | C: 104 | D: 118 | E: 97 | F: 111 | G: 103 | H: 95

O=C1c2ccccc2C(=O)N1CCCN1C(=O)c2ccccc2C1=O
  A: 110 | B: 109 | C: 102 | D: 95 | E: 107 | F: 95 | G: 113 | H: 109

COc1ccc(N=Cc2ccc([N+](=O)[O-])cc2)cc1
  A: 103 | B: 90 | C: / | D: 110 | E: 98 | F: 114 | G: 75 | H: 106

COc1ccc(NC(=O)c2c(Nc3ccc(OC)cc3OC)nn3c(-c4ccccc4)cc(-c4ccccc4)nc23)c(OC)c1
  A: 104 | B: 105 | C: 94 | D: 104 | E: 89 | F: 104 | G: 99 | H: /

CCOC(=O)c1[nH]c(C)c(C(=O)OCC)c1C
  A: 91&93 | B: 96&98 | C: 99&85 | D: 98 | E: 110&88 | F: 107&80 | G: 108&116 | H: 111&93

CCCN1C2CCC1/C(=C\c1ccccc1)C(=O)/C2=C/c1ccccc1
  A: 51 | B: 73 | C: 90 | D: 53 | E: 90 | F: 48 | G: 55 | H: 53

O=C(Nc1ccccc1C(F)(F)F)Nc1cccc2ccccc12
  A: 94 | B: 100 | C: 107 | D: 87 | E: 107 | F: 91 | G: 88 | H: 77

CCCCCCCCCCCC(=O)OCC1(C)COC(c2ccccc2)=N1 (centres undefined)
  A: 101 | B: 107 | C: 112 | D: 96 | E: 105 | F: / | G: / | H: /

CCCCN(CC(O)C(O)CN(CCCC)C(=S)S)C(=S)S (centres undefined)
  A: 111 | B: 96 | C: 88 | D: 101 | E: 93 | F: 101 | G: 72 | H: 79

OC(COc1cccc2ccccc12)CN1CCCC1 (centres undefined)
  A: 98 | B: 116 | C: / | D: 102 | E: 90 | F: / | G: 122 | H: /

O=C1O/C(=C\c2ccccc2)c2ccccc21
  A: 81 | B: 111 | C: 121 | D: 98 | E: 104 | F: 94 | G: 107 | H: 93

Cn1ccnc1C(=O)/C=C/c1ccc(CC(=O)Nc2ccc(C(F)(F)F)cc2)cc1
  A: 8.4* | B: 31 | C: 3.7* | D: -6.6* | E: 8.9* | F: -7.9* | G: 6.3* | H: 1.2*

O=C(c1ccncc1)N1N=C(c2ccc(Cl)cc2)C[C@H]1c1cn(-c2ccccc2)nc1-c1ccccc1
  A: 75 | B: 89 | C: 92 | D: 89 | E: 70 | F: 71 | G: 91 | H: 91

Nc1ncnc(N)c1NC(=O)c1cc(Cl)c(OCc2ccccc2)c(Cl)c1
  A: 108 | B: 106 | C: 112 | D: / | E: / | F: 96 | G: 93 | H: 96

Cc1cc2nc(-c3c(N)ncc(C#N)c3-c3ccc(Cl)cc3)[nH]c2cc1C
  A: 59 | B: 58 | C: / | D: 66 | E: 66 | F: 73 | G: 63 | H: 49

COc1cc2oc(-c3cccc(NC(=O)c4cc([N+](=O)[O-])ccc4C)c3)cc(=O)c2c(OC)c1OC
  A: 56 | B: 73 | C: 64 | D: 71 | E: 56 | F: 46 | G: 43 | H: 61

C/C(=C1\SC(=O)NC1=O)c1ccc(N)cc1
  A: 98 | B: 95 | C: 97 | D: 82 | E: 100 | F: 107 | G: 102 | H: /

COc1ccc(/C=C/C(=O)Nc2cccnc2Nc2ccc(F)cc2)cc1
  A: 88 | B: 94 | C: 89 | D: 84 | E: 92 | F: 80 | G: / | H: 89

C/C(=N\NC(N)=S)c1ccc2cc3c(cc2c1)OCO3
  A: 91 | B: 90 | C: / | D: 82 | E: 96 | F: 78 | G: 97 | H: /

CCCCc1cn(CCCN2C(=O)C(=O)c3ccccc32)nn1
  A: 90 | B: 105 | C: 112 | D: 108 | E: 104 | F: 104 | G: 104 | H: 95

O=C1NC(=C(Cl)Cl)/C(=N/S(=O)(=O)NCCc2c[nH]c3ccccc23)N1
  A: 14 | B: 25 | C: 9.2* | D: -3.3* | E: 45 | F: 18 | G: 55 | H: 53

(list continues)
Key to letters – A = MCF7; B = MDA-MB-435; C = BT-549; D = MDA-MB-468; E = MDA-MB-231; F = MOLT-4; G = K-562; H = SR
COc1ccc2sc3c(N)nc4ccccc4c3c(=O)c2c1
  A: 15 | B: 105 | C: 98 | D: 31 | E: 91 | F: 93 | G: 99 | H: 82

CCOC(=O)C1=C(N)N(c2ccccc2)C2=C(C(=O)CC(C)(C)C2)C1c1cccc(Cl)c1Cl (centres undefined)
  A: 60 | B: 88 | C: 69 | D: 48 | E: / | F: 40 | G: 60 | H: 56

Cc1cc(C)c2ccc(=O)[nH]c2n1
  A: 90 | B: 94 | C: 108 | D: 97 | E: 112 | F: 96 | G: 96 | H: 88

CCOC(=O)c1cnn(CC(C)O)c1NC(=O)NCc1cccc(C(F)(F)F)c1 (centres undefined)
  A: 94 | B: 99 | C: 74 | D: 110 | E: 99 | F: 121 | G: 74 | H: 114

c1ccc(CN2CCc3c(sc4ncnc(Nc5ccccc5)c34)C2)cc1
  A: 34 | B: 100 | C: 118 | D: 42 | E: 89 | F: 81 | G: 87 | H: 85

Cc1ccc(N=Nc2ccc(N=Nc3c(S(=O)(=O)O)cc4cc(Nc5ccccc5)ccc4c3O)c3cc(S(=O)(=O)O)ccc23)cc1
  A: 92 | B: 106 | C: 112 | D: 124 | E: 114 | F: 100 | G: 107 | H: 98

CCNC(=O)N1CCc2c(Cl)c3c(c(OC)c2[C@@H]1[C@H]1OCc2c1ccc(OC)c2OC)OCCO3
  A: 16 | B: -43* | C: 56 | D: -8.1* | E: 43 | F: 31 | G: 10 | H: 18

CSc1c(N(C)C)c(=O)c1=S
  A: 49 | B: 96 | C: 100 | D: 88 | E: 109 | F: 95 | G: 77 | H: /

O=C(O)c1cc2cc(S(=O)(=O)O)ccc2cc1O
  A: 94 | B: 102 | C: 92 | D: 109 | E: 103 | F: 65 | G: 74 | H: 54

Cc1cc(C(C)(C)CC(C)(C)C)ccc1OCCOCC[N+](C)(C)Cc1ccccc1
  A: -91* | B: -87* | C: -99* | D: -83* | E: -68* | F: -40* | G: -54* | H: -63*

Some of the entries so far, with bars between the fields.
Molecule | MCF7 | MDA-MB-435 | BT-549 | MDA-MB-468 | MDA-MB-231 | MOLT-4 | K-562 | SR
c1ccc(CN2CCc3c(sc4ncnc(Nc5ccccc5)c34)C2)cc1 | 34 | 100 | 118 | 42 | 89 | 81 | 87 | 85
Cc1ccc(N=Nc2ccc(N=Nc3c(S(=O)(=O)O)cc4cc(Nc5ccccc5)ccc4c3O)c3cc(S(=O)(=O)O)ccc23)cc1 | 92 | 106 | 112 | 124 | 114 | 100 | 107 | 98
CCNC(=O)N1CCc2c(Cl)c3c(c(OC)c2[C@@H]1[C@H]1OCc2c1ccc(OC)c2OC)OCCO3 | 16 | -43* | 56 | -8.1* | 43 | 31 | 10 | 18
CSc1c(N(C)C)c(=O)c1=S | 49 | 96 | 100 | 88 | 109 | 95 | 77 | /
O=C(O)c1cc2cc(S(=O)(=O)O)ccc2cc1O | 94 | 102 | 92 | 109 | 103 | 65 | 74 | 54
Cc1cc(C(C)(C)CC(C)(C)C)ccc1OCCOCC[N+](C)(C)Cc1ccccc1 | -91* | -87* | -99* | -83* | -68* | -40* | -54* | -63*

Other compounds:
Key to letters – A = MCF7; B = MDA-MB-435; C = BT-549; D = MDA-MB-468; E = MDA-MB-231; F = MOLT-4; G = K-562; H = SR
Cc1ccc(-c2c3c(nc4c2c(C)nn4-c2ccccc2)NC(c2ccc(C)cc2)NC3)cc1 (centres undefined)
  A: 93 | B: 105 | C: 93 | D: 106 | E: 97 | F: / | G: 92 | H: 91

COc1ccc(/C=C/c2nc3ccccc3c(=O)n2CC(=O)Nc2ccccc2)cc1
  A: 55 | B: 85 | C: 98 | D: 56 | E: -19* | F: 87 | G: 84 | H: 55

NCc1c(O)ccc2ccccc12
  A: 95 | B: 103 | C: 101 | D: 94 | E: 105 | F: 93 | G: 99 | H: 88

CC(=O)c1ccccc1I
  A: 104 | B: 111 | C: 103 | D: 122 | E: 112 | F: 111 | G: 105 | H: 101

O=C1Nc2ccccc2/C1=C\c1c(-c2ccc(Cl)cc2)nc2sc(C3CC3)nn12
  A: 65 | B: 31 | C: 58 | D: 52 | E: 77 | F: / | G: 40 | H: 31

COc1ccc(NC(=O)CCC(=O)O)cc1
  A: 90 | B: 95 | C: / | D: 97 | E: 109 | F: 108 | G: 99 | H: 87
